MKP-3 inhibition = MKP-3 phosphatase inhibitors, primary screen, biochemical, rat enzyme, in vitro (AID 425). recombinant MKP-3 phosphatase activity, fluorescence; higher % means a stronger effect. inhibition, % at 20 µM, or IC50 in µM where a hit was titrated. actives 0.17% (n = 110,000); in the data active means inhibition above about 50%;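 further: plate controls were vehicle for no effect and reference inhibitor for full effect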
Hsp70 inhibitors = Hsp70 inhibitors, probe displacement, primary screen, biochemical, fluorescence polarization (AID 583); Hsp70 fluorescence polarization probe displacement, mP; higher % means a stronger effect; displacement, % at 20 µM, or IC50 in µM where a hit was titrated; actives 0.06% (n = 140,000); in the data active means displacement above about 50%;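 further: plate controls were vehicle for no effect and reference ligand for full effect; a part of the inactive calls stands beside numbers as strong as those of hits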
* hit, by the source's call; · = no result given; & = joins results of further samples. Some of the compounds tested; count on the stated rates, not on these rows.

Value order – MKP-3 inhibition | Hsp70 inhibitors
COc1ccccc1NC(=O)c1cc2n(n1)C(C(F)(F)F)CC(c1ccc3c(c1)OCO3)N2 (centres undefined)
  -2% | 7.6%
CCOC(=O)C1=C(O)/C(=C\c2ccc(OC)c(OC)c2)N=C1C
  · | -1.9%
CCOc1cc(C2C(C(=O)OC)=C(C)NC3=C2C(=O)CC(C)(C)C3)ccc1OC(=O)C1CC1 (centres undefined)
  2% | -2.8%
CCOc1cc2nc(-c3ccc(OC)c(OC)c3)nc(NCCCN3CCOCC3)c2cc1OC
  · | -2.3%
CCN(CC)S(=O)(=O)c1ccc(-c2nnc(SCC(=O)N3CCc4ccccc43)o2)cc1
  4% | 4.7%
Cn1nc(-c2ccc(Cl)cc2)c2cc(C(=O)N3CCC(N4CCCCC4)CC3)sc21
  5% | -1.0%
COC(=O)c1ccc(CNC(=O)CSc2nnc(COc3ccccc3)n2C)o1
  -11% | -1.9%
O=C(Nc1nnc(-c2ccco2)s1)c1ccc(F)cc1
  1% | 0.7%
COc1ccc(C)cc1S(=O)(=O)N(CC(N)=O)Cc1ccccc1
  -9% | 1.0%
COCCN1CN(S(=O)(=O)c2ccc(Cl)cc2)c2nc3ccccc3nc21
  · | 3.5%
CCOC(=O)c1nc2sc3c(c2c(=O)[nH]1)CCCC3
  -6% | 1.3%
C=CCc1cccc(/C=N/NC(=O)C(C)Nc2ccc(Br)cc2)c1O (centres undefined)
  2% | -1.0%
CCOc1ccccc1N(CC(=O)Nc1ccccc1C(=O)OC)S(=O)(=O)c1ccccc1
  3% | 1.2%
C=CCOc1ccccc1/C=N/O
  4% | 0.3%
O=C(O)c1cccc2c1C(=O)N(Cc1ccncc1)C2
  0% | -0.8%
CCOC(=O)c1sc2nc3n(c(=O)c2c1C)CCC3
  -5% | 7.5%
COc1ccccc1OCC(=O)Nc1nc(-c2ccc(S(=O)(=O)N3CCOCC3)cc2)cs1
  · | 0.3%
Cc1ccc(-c2nc3ccccc3s2)cc1NC(=O)c1cccc([N+](=O)[O-])c1
  2% | 2.9%
COc1ccccc1N1CCN(C(=O)CSc2nc3ncnc(N)c3[nH]2)CC1
  3% | 26%
COc1cccc(N=C2c3ccc([N+](=O)[O-])cc3C(=O)C2C(C)=O)c1 (centres undefined)
  0% | 2.8%
COc1ccc(N2C(=O)/C(=C/c3ccc(OC)c(OC)c3)SC2=S)cc1
  4% | -2.0%
COc1cccc(OCCNC(=O)c2cc(OC)c(OC)c(OC)c2)c1
  0% | 0.9%
Clc1ccc(CN2CCN(c3ncnc4scc(-c5cccs5)c34)CC2)cc1
  · | 4.0%
Cc1ccc(S(=O)(=O)N/N=C/c2cccc(OS(=O)(=O)c3ccc(C)cc3)c2)cc1
  4% | -0.9%
CCc1ccc(N2C(=O)NC(=O)/C(=C\c3ccc(OCC(=O)O)c(OC)c3)C2=O)cc1
  -3% | 0.0%
COc1cc(C(=O)NCCc2ccc(Cl)cc2)cc(OC)c1OC
  3% | -2.1%
COc1ccc(Nc2nnc(SCc3cc(=O)n4ccsc4n3)s2)cc1
  · | 19%
COc1ccc(-c2nnc(SCC(=O)c3ccco3)n2-c2ccccc2)cc1
  0% | -2.8%
CCC(=O)N1CCc2cc(Br)cc(S(=O)(=O)NCc3ccco3)c21
  1% | 2.6%
COc1cc(CN2CCN(S(=O)(=O)c3ccccc3)CC2)cc(OC)c1OC
  1% | -3.1%
N#Cc1c(-c2ccc(Cl)cc2)nc2n(c1=O)CCS2
  6% | -0.2%
Cn1c(=O)cc(SCC(=O)NCc2ccco2)c2ccccc21
  -11% | 2.4%
COCCNC(=O)c1ccc2c(c1)NC(=O)CS2
  2% | 1.9%
CC(=O)Nc1ccc(Sc2ccc(NC(C)=O)cc2)cc1
  -4% | -2.5%
O=C1C(=O)N(c2ccccn2)C(c2cccnc2)/C1=C(/O)c1ccc(Br)cc1 (centres undefined)
  4% | 3.9%
CCOC(=O)c1ccc(-c2ccc(C(=O)Nc3cccnc3)o2)cc1
  -10%&2% | -2.4%&1.3%
O=C1C(Cl)=C(NCCCO)C(=O)c2ccccc21
  · | 7.3%
Cc1ccc(/C=C2\C(=O)NC(=O)N(c3cccc(Br)c3)C2=O)cc1
  3% | -5.0%
Cn1c(SCC(=O)Nc2ccc3cn[nH]c3c2)nnc1-c1cccs1
  6% | -4.0%
Cc1cc(C)nc(NC2=NCC(=O)N2c2ccccc2Br)n1
  0% | 6.9%
CCOc1ccccc1CN1C(=O)c2ccccc2C1C(=O)NC(C)CC (centres undefined)
  · | -6.2%
O=C(NC(=S)N1CCOCC1)c1ccccc1
  -3% | 1.9%
NS(=O)(=O)c1cccc(NC(=O)c2ccccc2I)c1
  4% | 0.9%
COc1ccc(N2CCN(CCNC(=O)c3cccn4c(=O)c5ccc(Cl)cc5nc34)CC2)cc1
  0% | 5.3%
CCn1c(CSc2nc(C)cc(C)n2)nnc1SCC(=O)Nc1nc(-c2ccccc2)cs1
  2% | 3.1%
CCOC(=O)COc1c(Br)cc(/C=N/NC(=O)Nc2ccccc2)cc1OC
  2% | -1.1%
Cn1c(NCC(O)c2ccccc2)nc2c1c(=O)n(Cc1ccc(Cl)c(Cl)c1)c(=O)n2C (centres undefined)
  -2% | -1.3%
Cc1ccc(-c2nn(CC(N)=O)c(=O)c3ccccc23)cc1S(=O)(=O)N(C)C
  · | 0.5%
COc1ccc(N2C(=O)CC(NCCc3ccc(OC)c(OC)c3)C2=O)cc1 (centres undefined)
  0% | 1.1%
O=C1C=CC(=O)N1c1ccc(Br)cc1[N+](=O)[O-]
  2% | -1.2%
COCCOC(=O)c1c(C)n(C)c2ccc(OC(=O)C3CC3)cc12
  -7% | 0.4%
O=C(CSc1cccc2cccnc12)N1CCCCC1
  0% | -4.3%
COc1ccc(NC(=O)CN(C2CCCCC2)S(C)(=O)=O)cc1OC
  -3% | 2.0%
CCCn1c(N)c(Sc2ccc(Cl)cc2)c(=O)n(CCC)c1=O
  3% | -1.3%
CCOc1ccc(NC(=O)CCCc2cc(-c3ccc(OCC)cc3)on2)cc1
  · | 1.1%
COc1cccc(/C=C2\C(=O)N(c3ccc(S(N)(=O)=O)cc3)N=C2C)c1
  9% | -2.0%
CC(C)OC(=O)c1c(NC(=O)c2ccc(Cl)cc2[N+](=O)[O-])sc2c1CCCCC2
  -3% | 3.8%
O=C(COc1ccccc1Cl)NNC(=O)c1ccccn1
  0% | 0.9%
CC(=O)Nc1ccc(NS(=O)(=O)c2ccc3ncccc3c2)cc1
  0% | 4.9%
Cc1cc(O)c(C=Nc2ccc(Cl)cn2)c(=O)o1
  · | 3.7%

(further entries)
Value order – MKP-3 inhibition | Hsp70 inhibitors
CC(C)(C)C(=O)Nc1ccccc1C(=O)NCc1ccco1
  -14% | 3.3%
Cc1ccn(-c2cc(O)c(-n3ccc(C)n3)cc2O)n1
  -2% | -0.4%
COC(=O)c1ccccc1NC(=O)c1cnn2c(C(F)(F)F)cc(-c3ccc(OC)c(OC)c3)nc12
  0% | 1.3%
O=C(O)C1CCCN1S(=O)(=O)c1ccc(Br)s1 (centres undefined) (tested in a mixture with another compound)
  -7% | 2.4%
CC(=O)N1CCN(c2ccc(NC(=O)c3ccccc3Br)cc2Cl)CC1
  -5% | 1.1%
CC(CN1CCCCC1)OC(=O)c1cc2ccccc2o1 (centres undefined)
  0% | -0.4%
Cc1cc(C)cc(OCCCCCCn2ccnc2)c1
  -1% | 8.9%
O=C(NCc1ccc2c(c1)OCO2)C(c1ccccc1)c1ccccc1
  4% | 0.0%
COc1cccc(NC2=C(Cl)C(=O)N(Cc3ccccc3)C2=O)c1
  5% | -0.4%
O=C(O)CN1C(=O)/C(=C\c2cc(Cc3ccccc3)cc([N+](=O)[O-])c2O)SC1=S
  4% | 25%
Cc1nonc1OCCNC(=O)C12CC3CC(CC(C3)C1)C2
  -6% | -2.8%
CCOC(=O)c1c(NC(=S)NC(=O)/C=C/c2ccco2)sc(C)c1C
  0% | -1.6%
CC(C)Cc1nc(N2CCN(C(=O)Cc3ccccc3)CC2)c(C#N)c2c1COC(C)(C)C2
  -6% | 2.9%
CCOC(=O)c1oc2cc(-c3ccccc3)cc(O)c2c1C
  1% | 0.9%
CC1=NN(C(C)C)C(=O)C1
  · | 5.4%

One compound at a time, from the list above. Order of screens: MKP-3 inhibition	Hsp70 inhibitors
Listed for O=C(NCc1ccc2c(c1)OCO2)C(c1ccccc1)c1ccccc1 = 4%	0.0%
Listed for CC(=O)N1CCN(c2ccc(NC(=O)c3ccccc3Br)cc2Cl)CC1 = -5%	1.1%
Listed for O=C(O)CN1C(=O)/C(=C\c2cc(Cc3ccccc3)cc([N+](=O)[O-])c2O)SC1=S = 4%	25%
Listed for COc1cccc(NC2=C(Cl)C(=O)N(Cc3ccccc3)C2=O)c1 = 5%	-0.4%

Returning to the listing, repeating the five entries before the break.
Value order – MKP-3 inhibition | Hsp70 inhibitors
Cc1nonc1OCCNC(=O)C12CC3CC(CC(C3)C1)C2
  -6% | -2.8%
CCOC(=O)c1c(NC(=S)NC(=O)/C=C/c2ccco2)sc(C)c1C
  0% | -1.6%
CC(C)Cc1nc(N2CCN(C(=O)Cc3ccccc3)CC2)c(C#N)c2c1COC(C)(C)C2
  -6% | 2.9%
CCOC(=O)c1oc2cc(-c3ccccc3)cc(O)c2c1C
  1% | 0.9%
CC1=NN(C(C)C)C(=O)C1
  · | 5.4%
CCN(CC)C(=O)CCNS(=O)(=O)c1ccc(C)cc1
  · | 3.5%
O=C(Nc1ccccc1)Nc1cccc2cccnc12
  -3%&3% | 6.5%&3.6%
CCCOC(=O)c1ccc(NC(=O)c2ccc(C)c([N+](=O)[O-])c2)cc1
  5% | 3.8%
COc1ccc2nc(NC(=O)CCc3nc(-c4ccccc4F)no3)sc2c1
  9% | 4.2%
O=C(Cc1ccccc1)NC1CCN(S(=O)(=O)c2cccc(F)c2)CC1
  -11% | 1.0%
Cc1nnc(NC(=O)C2c3ccccc3Oc3ccccc32)s1
  · | 4.9%
c1ccc(-c2nc(NC3CCCCC3)c3ccccc3n2)cc1
  2% | 0.0%
Cc1csc(SCC(=O)Nc2nc(-c3ccccc3)cs2)n1
  4% | 8.8%
O=C(Cn1ccc2ccccc2c1=O)NCCC(=O)Nc1ccc2c(c1)OCCO2
  -5% | 4.2%
COc1cccc2[nH]c3c(N4CCCCC4)ncnc3c12
  -1% | -1.1%
CC(=O)Nc1cccc(NC(=O)CSc2nnnn2C)c1
  0% | 0.0%
Cc1ccc2nc(Nc3nc4ccccc4c(=O)[nH]3)nc(C)c2c1
  -1% | 3.9%
COc1ccc(C(=O)N2CCN(C3C4CC5CC(C4)CC3C5)CC2)cc1 (centres undefined)
  0% | -3.5%
CCOC(=O)Cc1csc(NC(=O)CSc2nnc(-c3ccc(NS(=O)(=O)CC)cc3)o2)n1
  · | -3.0%
Cc1ccc(S(=O)(=O)c2cc3c(=O)n4ccccc4nc3n(Cc3ccco3)c2=N)cc1C
  3% | 9.6%
CC(=O)CN1Cc2ccccc2/C1=N\C(=O)Nc1ccccc1
  -2% | 4.0%
CN1C(=O)c2ccc(NCCN3C(=O)c4ccccc4C3=O)cc2C1=O
  4% | 1.3%
O=C(Nc1cccc(O)c1)c1ccc2c(c1)C(=O)N(c1ccccn1)C2=O
  -4% | 1.4%
COc1ccc(Nc2nnc(-c3ccc(C(=O)NCCO)cc3)c3ccccc23)cc1
  -7% | -0.1%
CCc1nnc(NC(=O)CSc2nc3c(c(=O)n2CC)SC(C)C3)s1 (centres undefined)
  3% | -4.1%
COc1ccc2c(c1OC)C(=O)OC2CC(=O)c1ccc(O)c(I)c1 (centres undefined)
  4% | 2.1%
COC(=O)c1ccc(NS(=O)(=O)c2ccc(C)cc2)cc1
  -3% | -3.7%
CCCn1c(SCC(=O)Nc2c(C)cccc2CC)nnc1C(C)C
  1% | -1.5%
COC(=O)c1ccc(C2/C(=C(/O)c3ccc(OC)cc3)C(=O)C(=O)N2Cc2ccco2)cc1 (centres undefined)
  -7% | -0.3%
CC(C)Cc1nc(NCCN2CCOCC2)c(C#N)c2c1COC(C)(C)C2
  0% | 0.4%
COc1cc(/C=N\n2c(C)nnc2C)cc(Br)c1O
  1% | -2.0%
COc1ccc(NC(=O)C2CCCN(S(=O)(=O)c3cccnc3)C2)cc1 (centres undefined)
  3% | 2.3%
CC1CC(C)CN(Cc2nc(N)nc(Nc3ccc4ccccc4c3)n2)C1 (centres undefined)
  0% | 0.4%
O=C(Nc1ccccc1Cl)c1ccc2ccccc2n1
  4% | -3.4%
COc1ccc(CCNS(=O)(=O)c2ccc(F)cc2)cc1OC
  -5% | 7.3%
COc1ccc(Cl)cc1N(CC(=O)NCCCC(C)(C)C1OCCO1)S(=O)(=O)c1ccc(C)c([N+](=O)[O-])c1
  -3% | -5.1%
O=C1CCCc2c1cc(C(=O)Nc1ccc(Br)cn1)c(=O)n2-c1ccccc1
  0% | 3.2%
CC1(C)CC(=O)c2cn3ncnc3nc2C1
  · | 0.2%
CCCCOC(=O)Nc1ccccc1C(=O)N1CCCC1
  6% | ·
COC(=O)C1C(=O)c2c([nH]c(C(=O)OC3CCCCC3)c2C)CC1C (centres undefined)
  -6% | -0.7%
CCOc1ccc(C2NC(=O)C(C#N)=C(S)N2c2ccc(OC)cc2)cc1OC (centres undefined)
  · | 7.6%
CC(=O)COc1ccc2c3c(c(=O)oc2c1C)CCCCC3
  0% | -1.5%
CCCCC(NC(C)=O)c1nc2ccccc2n1CCCC (centres undefined)
  0% | 0.0%
CS(=O)(=O)N1CCN(c2ccc([N+](=O)[O-])c3cccnc23)CC1
  0% | -1.7%
